esBAF inh: inhibitors of esBAF chromatin remodeling in mouse ES cells; Bmi1-luciferase knock-in reporter, 24 h; 100% = twice the neutral-well signal; reporter increase, % at 12.5 µM; 350,000 compounds, 2% hits; in the data active means activation above about 40%;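 further: 0% = median of the plate's neutral control wells and 100% = double that signal; a rise in the Bmi1 reporter signal indicates esBAF inhibition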
RAD54 inh: blocks human RAD54 Holliday junction branch migration; FAM/BHQ fluorescence; 360,000 compounds, 0.14% hits; Q92698; inhibition, % at 10.4 µM;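 active means mean normalized replicate activity at least 40 and at least half of replicates scoring 40 or more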;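 further: 0% = median of neutral control wells and 100% = median of positive control wells; inhibitors cause a drop in the FAM fluorescence signal; in these data hits start at about 50%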
Target sequence (Q92698 whole entry, looked up): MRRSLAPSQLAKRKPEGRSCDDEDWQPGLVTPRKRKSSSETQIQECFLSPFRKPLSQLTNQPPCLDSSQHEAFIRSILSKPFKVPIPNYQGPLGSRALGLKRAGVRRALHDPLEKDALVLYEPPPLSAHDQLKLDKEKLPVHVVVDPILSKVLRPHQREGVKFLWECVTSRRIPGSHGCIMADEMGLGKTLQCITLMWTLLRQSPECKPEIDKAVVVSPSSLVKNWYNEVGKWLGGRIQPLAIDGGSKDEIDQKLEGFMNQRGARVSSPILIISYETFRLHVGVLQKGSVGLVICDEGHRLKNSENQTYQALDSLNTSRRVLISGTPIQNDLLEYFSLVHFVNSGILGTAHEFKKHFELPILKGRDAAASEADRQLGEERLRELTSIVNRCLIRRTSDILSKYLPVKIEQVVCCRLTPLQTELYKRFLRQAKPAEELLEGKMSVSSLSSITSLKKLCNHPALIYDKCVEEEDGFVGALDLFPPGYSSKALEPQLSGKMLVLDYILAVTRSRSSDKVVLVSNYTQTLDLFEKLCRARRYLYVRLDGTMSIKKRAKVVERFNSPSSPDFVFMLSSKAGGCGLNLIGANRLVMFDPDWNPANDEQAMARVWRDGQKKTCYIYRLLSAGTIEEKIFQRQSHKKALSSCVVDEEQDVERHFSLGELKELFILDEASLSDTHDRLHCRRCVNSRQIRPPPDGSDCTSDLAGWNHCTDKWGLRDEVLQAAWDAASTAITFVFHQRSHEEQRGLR
* hit, by the source's call. The list is partial, so the mix of outcomes need not match the whole.

SMILES	esBAF inh	RAD54 inh
CC(=O)N1CCc2cc(Br)cc(S(=O)(=O)NCCCN3CCC(C)CC3)c21	-6	-5
CCCC(=O)Nc1c2c(nn1-c1ccc(OC)cc1)CS(=O)(=O)C2	-4	12
O=S1(=O)Nc2c(ccc3cccnc23)-c2ccccc21	-21	0
C(=N\Nc1nc2ccccc2[nH]1)/c1cccs1	67*	-5
Cc1c(NC(=O)CSc2nnnn2Cc2ccccc2)c(=O)n(-c2ccccc2)n1C	-5	5
Cc1cccc(C)c1OCC(O)CN (centres undefined)	-7	-10
CCOC(=O)c1ccccc1NC(=O)COc1cc(=O)n(CC)c2ccccc12	4	8
COc1ccc(C(=O)Nn2c(SCC(=O)NC3CCCC3)nc3ccccc3c2=O)cc1	-53	-5
CCOC(=O)C1CCCN(C(=O)c2ccc(CS(=O)(=O)c3ccc(C)cc3)o2)C1 (centres undefined)	3	15
COC(=O)Cc1c(C)c2ccc(OC(=O)c3ccccc3)cc2oc1=O	10	2
O=C(CN1CCN(c2ccccn2)CC1)Nc1cccc(C(F)(F)F)c1	-3	-7
CC(C)OC(=O)CSc1nnc(-c2ccccn2)n1-c1ccccc1	-17	-4
O=C1C2C(C(=O)N1Cc1cccnc1)C1C=CC2C12CC2 (centres undefined)	7	2
CCOC(=O)/C=C1\SCC(=O)N1CC(O)CN1C(=O)CS/C1=C\C(=O)OCC	6	0
COc1ccc(-n2c(SCC(=O)Nc3nccs3)nnc2-c2ccccc2)cc1	-8	5
Cc1cccc(NC(=O)CN2C(=O)NC(Cc3ccccc3)C2=O)c1 (centres undefined)	-10	-5
CCOC(=O)/C=C/C(=O)N1CCc2ccccc21	-4	-12
O=C(NC1CCN(C(=O)Nc2ccccc2)CC1)C1CCCCC1	-6	3
Cc1cc(C)n2c(SCCC(C)C)nnc2n1	29	5
CSc1nc2ccc(S(=O)(=O)Nc3c(C)n(C)n(-c4ccccc4)c3=O)cc2s1	1	5
NC(N)=N/N=C/c1ccc(OCc2ccc(Cl)cc2Cl)cc1	5	7
CC1(C)OC(=O)C(=CNCC(O)c2ccccc2)C(=O)O1 (centres undefined)	-4	5
CCOc1ccc(NC(=S)Nc2ccc(OC(F)(F)F)cc2)cc1	-2	6
O=C(Nc1c(C(=O)Nc2cccc(F)c2)oc2ccccc12)c1ccc2c(c1)OCO2	10	4
CCc1nnc(NC(=O)c2ccc(NS(=O)(=O)c3ccccc3)cc2)s1	-4	11
CCOC(=O)C(C)Sc1ccc2nnc(-c3ccc(F)cc3)n2n1 (centres undefined)	1	7
NS(=O)(=O)c1ccc(CCNC2CC(=O)N(CCc3ccccc3)C2=O)cc1 (centres undefined)	0	1
O=C(/C=C/NNC(=O)c1cccc(Br)c1)c1cccc(Br)c1	-7	-3
CCC(=O)Nc1cccc(NC(=O)CSc2nnc(-c3ccc(NS(C)(=O)=O)cc3)n2CC)c1	2	7
Cc1ccc(N=Cc2ccc(N(C)C)cc2)cc1	6	-4
COc1cc(C(=O)N2CCN(C(=O)Cc3ccccc3)CC2)cc(OC)c1OC	-1	-1
CCCNc1nc(-c2ccccc2)c(C(=O)OCC)cc1C#N	-9	-2
COc1cccc(N2CCN(c3c4c(nc5ncnn35)CCC4)CC2)c1	0	4
COc1ccc(Oc2coc3c(CN(C)C)c(O)ccc3c2=O)cc1	-7	-5
Cn1nnc(NC(=O)COc2ccc(C3CCCCC3)cc2)n1	-5	-2
COc1c(C)cccc1C(=O)Nc1cc(Cl)ccc1N1CCOCC1	0	5
CC1CCc2c(sc3nc(C4CC4)nc(N4CCN(C(=O)c5ccco5)CC4)c23)C1 (centres undefined)	8	2
O=C(Cn1c(=O)n(Cc2ccccc2)c(=O)c2ccccc21)NCc1ccco1	-5	-8
CCNC(=O)NC(=O)C(C)OC(=O)c1cc(S(=O)(=O)N2CCCCCC2)ccc1OC (centres undefined)	-2	-6
CC(C)CNC(=O)C1(N2C(=O)c3ccccc3C2=O)CCCC1	-6	-7
CCOC(=O)N1CCN(C(=O)Cn2ncn3nc(-c4cccs4)cc3c2=O)CC1	-1	2
Nc1nnnn1/N=C/c1cccc(OCc2ccccc2Cl)c1	19	-2
CCN(CC)CCNC(=O)c1c(C)oc2cc(Br)c(OC)cc12	10	-2
Cc1cc(=O)oc(C)c1C(=O)NCCCN1CCN(c2ccc(F)cc2)CC1	-7	-6
CC(=O)N1CCN(CC(=O)Nc2c(Cl)cccc2Cl)CC1	-4	6
Cc1oc(C)c(C(N)=O)c1C(N)=O	2	1
Cc1nn(Cc2ccccc2Cl)c(C)c1C(=O)NCc1ccco1	-6	-5
CCCCOc1ccccc1NC(=O)CC1Nc2ccccc2NC1=O (centres undefined)	-21	15
Cc1cc(NC(=O)Cn2nc(C(F)(F)F)c3c2CCC3)n(-c2ccccc2)n1	-2	-1
COc1ccccc1CN(CC(=O)NCc1ccc2c(c1)OCO2)C(=O)c1ccc2c(c1)OCCO2	13	5
Following part:
SMILES	esBAF inh	RAD54 inh
O=C(CSc1nc(-c2ccccc2)cc(=O)[nH]1)N1CCc2ccccc21	4	6
O=S(=O)(c1ccc2c(c1)OCCO2)N1CCC(O)(c2ccc(Cl)cc2)CC1	-1	4
Cc1cccc(NC(=O)CN2CCN(CC(=O)Nc3cccc(C)c3)CC2)c1	-4	-1
CC(OC(=O)c1nsc(Cl)c1Cl)C(=O)NCc1ccco1 (centres undefined)	-10	6
CC(=O)Nc1cccc(-c2csc(Nc3ccccn3)n2)c1	9	4
COc1ccc(OCCN2CCC(C(=O)NC(c3ccccc3)c3ccc4ccccc4n3)CC2)cc1 (centres undefined)	-5	-3
C=CCN1C(=O)/C(=C2\SC(N3CCOCC3)=NC2=O)c2cc(Br)ccc21	3	-4
COc1ccc(CCNC(=O)COC(=O)c2ccc[nH]c2=O)cc1	5	-4
Cc1cc(=O)oc2cc(Oc3ncccn3)ccc12	25	4
O=C(c1ccco1)N(Cc1ccc([N+](=O)[O-])cc1)c1ccc(Br)cc1	2	1
Cn1nc(-c2ccc(C(=O)NCC3CCCO3)cc2)c2ccccc2c1=O (centres undefined)	3	10
O=C(CSCc1ccccc1Cl)NN=C1CCCCCC1	-3	5
COc1ccc(-n2c(=O)cc(N3CCN(c4ccccc4OC)CC3)[nH]c2=O)cc1	-4	-2
Cc1cc(C)n2nc(-c3cccnc3)nc2n1	7	6
Cc1ccc(CNC(=O)CSc2nc(N3CCCCC3)nc(N3CCCCC3)n2)cc1	3	-13
COc1ccc(Nc2nc(CC(C)=O)ns2)cc1	57*	1
Cc1ccc(CNC(=O)C2CCN(S(=O)(=O)c3cnc[nH]3)CC2)cc1	-1	1
COc1cc(OC)cc(-c2cc3nc(C)c(CCC(=O)NC(C)CCc4ccco4)c(C)n3n2)c1 (centres undefined)	-35	-13
O=C(CSc1ccc(Cl)cc1)Nc1cccc(-c2nc3ncccc3o2)c1	20	-4
Nc1c(-c2ccc(Cl)cc2)nnn1-c1ccccc1	79*	4

Seven of the compounds above, as a markdown table.
| SMILES | esBAF inh | RAD54 inh |
| --- | --- | --- |
| Cn1nc(-c2ccc(C(=O)NCC3CCCO3)cc2)c2ccccc2c1=O (centres undefined) | 3 | 10 |
| O=C(CSCc1ccccc1Cl)NN=C1CCCCCC1 | -3 | 5 |
| COc1ccc(-n2c(=O)cc(N3CCN(c4ccccc4OC)CC3)[nH]c2=O)cc1 | -4 | -2 |
| Cc1cc(C)n2nc(-c3cccnc3)nc2n1 | 7 | 6 |
| Cc1ccc(CNC(=O)CSc2nc(N3CCCCC3)nc(N3CCCCC3)n2)cc1 | 3 | -13 |
| COc1ccc(Nc2nc(CC(C)=O)ns2)cc1 | 57* | 1 |
| Cc1ccc(CNC(=O)C2CCN(S(=O)(=O)c3cnc[nH]3)CC2)cc1 | -1 | 1 |

Later entries
SMILES	esBAF inh	RAD54 inh
CC(N1CCOC1=O)S(=O)(=O)c1ccccc1 (centres undefined)	-3	2
O=C(O)Cc1csc(NC(=O)c2ccco2)n1	-2	-8
CC(C)C1NC2(C(=O)c3ccccc3C2=O)C2C(=O)N(c3ccc(F)cc3)C(=O)C12 (centres undefined)	2	9
O=C(Cc1ccc(Cl)cc1)Nc1ccc(N2CCN(C(=O)c3ccco3)CC2)cc1	-3	-12
Cc1nnc(SCCCn2c(N3CCN(c4ccccc4)CC3)nc3c2c(=O)[nH]c(=O)n3C)s1	4	0
Nc1cc(N)nc(SCC(=O)NNC(=O)c2ccc(Cl)cc2)n1	-4	16
Cc1ccc(C(=O)CSc2ccccn2)cc1	49*	-5
Cc1[nH]n(-c2ccccc2)c(=S)c1C=Nc1cccc([N+](=O)[O-])c1	6	2
Cc1cc(C)c2c(CN3CCN(C)CC3)cc(=O)oc2c1	4	21
O=c1cc(-c2ccccc2)nc2n1Cc1ccccc1-2	10	-1

Shown as a hit in esBAF inh, of those listed so far:
compound | esBAF inh
C(=N\Nc1nc2ccccc2[nH]1)/c1cccs1 | 67*
COc1ccc(Nc2nc(CC(C)=O)ns2)cc1 | 57*
Nc1c(-c2ccc(Cl)cc2)nnn1-c1ccccc1 | 79*
Cc1ccc(C(=O)CSc2ccccn2)cc1 | 49*

3 of the entries above in order of their number in esBAF inh, rising:
SMILES	esBAF inh
CC(C)C1NC2(C(=O)c3ccccc3C2=O)C2C(=O)N(c3ccc(F)cc3)C(=O)C12 (centres undefined)	2
Cc1nnc(SCCCn2c(N3CCN(c4ccccc4)CC3)nc3c2c(=O)[nH]c(=O)n3C)s1	4
Cc1ccc(C(=O)CSc2ccccn2)cc1	49*

Remaining list, next part:
SMILES	esBAF inh	RAD54 inh
N/C(=N\OC(=O)Nc1ccc(Cl)cc1)c1ncc(C(F)(F)F)cc1Cl	13	2
CCOC(=O)C1CCN(C(=O)Cc2c(C(=O)O)[nH]c3ccccc23)CC1	-3	-5
O=C(CCc1nc(-c2ccccc2)no1)NCc1ccco1	-10	1
CCOCCCNC(=O)C1CCN(C(=O)Nc2ccc(Cl)cc2)CC1	1	-7
O=C(NC1CCCCC1)NC1CCN(C(=S)NCc2ccco2)CC1	0	1
Cc1cc(C)n(C(=O)CNc2ccc(C)c(C)c2)n1	63*	-9
CCOC(=O)N1CCC(NC(=O)CSCc2nc(-c3cccc(OC)c3)oc2C)CC1	-5	-6
O=C(NCCCCCCCCCNC(=O)C(F)(F)F)C(F)(F)F	4	1
CC1(C)CC(=O)C(/C=N/c2ccccn2)=C(O)C1	-6	0
Cc1cc(C)c2c(=O)[nH]c(SCC(=O)NCCc3ccccc3)nc2n1	-7	-12
COc1ccc(CCN(C)C(=O)N2CCOCC2)cc1OC	-6	-1
O=Cc1c(Sc2ccccc2)nc2ccccn2c1=O	18	9
O=C(CCNS(=O)(=O)c1cccc2nsnc12)NC1CCN(Cc2ccccc2)CC1	-1	-2
Cc1cc(C)c2nc(SCC(=O)Nc3ccc(S(=O)(=O)N4CCCC4)cc3)c(C)cc2c1	7	-6
CCOC(=O)c1ccc(-c2c(C(=O)OCC)oc3cc(O)c(CC)cc3c2=O)o1	0	-12
COc1cccc(CN(CC(=O)NCC2CCCO2)C(=O)CCC(=O)Nc2cc(C)on2)c1 (centres undefined)	-11	-4
CSc1nc2sc3c(c2c(=O)n1C1CCCCC1)CCN(C)C3	3	-2
Cc1oc(C(C)(C)C)cc1C(=O)Nc1ccc2c(c1)OCCO2	44*	2
COc1ccc(Cc2nnc(SCc3c(C)noc3C)n2C2CCCCC2)cc1OC	8	3
Cc1sc2nc(CN3CCOCC3)nc(NS(=O)(=O)c3ccccc3)c2c1C	6	-1
CCOC(=O)CNC(=O)CSc1nc2sc(C)c(C)c2c(=O)n1C	14	-8
CCn1cc(C(=O)NCC2COc3ccccc3O2)c2cc(OC)c(OC)cc2c1=O (centres undefined)	-8	-2
C/C(CC1(O)C(=O)N(C)c2ccccc21)=N\O (centres undefined)	-3	-7
O=C(O)c1ccc2c(c1)C(=O)N(Cc1ccc3c(c1)OCO3)C2=O	-7	-5
CCCc1sc(N)nc1-c1ccc(C)cc1	6	11
N#CC1=C(SCC(=O)NC2CC2)NC(=O)C(C#N)C12CCCCC2 (centres undefined)	-3	3
CCCCNC(=O)OCCNC(=O)NC	-1	1
O=C(NNC(=O)c1ccccc1-n1cccc1)c1ccc(Cl)cc1	-11	5
CCOc1cc(NC(=O)c2ccco2)c(OCC)cc1NC(=O)Cc1cccc(OC)c1	1	4
Nc1c2c(nc3ccn(Cc4ccccc4)c(=O)c13)CCC2	13	-9
CC1(C)CC(=O)C2=C(C1)N(c1ccc(F)cc1)C(=O)C2(O)C(F)(F)F (centres undefined)	3	-6
COc1cc(CN2CCN(S(=O)(=O)c3ccc(F)cc3)CC2)cc(OC)c1OC	-9	5
C=C(C)CSc1nnc2n(C)c(=O)c3c4c(sc3n12)CCC4	4	-12
Nc1nc2nccc(-c3ccc(Cl)cc3)n2n1	30	2
COc1ccc(CNC(=O)C2CC(=O)N(c3ccc(OCC(=O)N4C(C)CCCC4C)cc3)C2)cc1 (centres undefined)	12	7
CCOc1ccc(-n2cc(C(=O)N3CCCCCC3)c3cc(OC)c(OC)cc3c2=O)cc1	4	-1
Cc1[nH]c(=S)[nH]c(=O)c1CCOc1ccccc1	3	-7
CCOC(=O)c1ccc(N=C2S/C(=C\c3cc(C)n(-c4cccnc4)c3C)C(=O)N2C)cc1	-5	-1
CCOc1cc(N2CCOCC2)c(OCC)cc1NC(=O)COC(=O)CCc1c[nH]c2ccccc12	-7	7
COc1ccc(NC(=O)C2CCN(C(=O)c3cccs3)CC2)cc1	8	-5

Fetched by structure from the list above (4):
SMILES	esBAF inh	RAD54 inh
O=C(O)Cc1csc(NC(=O)c2ccco2)n1	-2	-8
COc1ccc(Oc2coc3c(CN(C)C)c(O)ccc3c2=O)cc1	-7	-5
NS(=O)(=O)c1ccc(CCNC2CC(=O)N(CCc3ccccc3)C2=O)cc1 (centres undefined)	0	1
CC1(C)CC(=O)C(/C=N/c2ccccn2)=C(O)C1	-6	0
